Compound activity (PubChem)
LMPTP block – blocks human LMPTP phosphatase; actives 0.22% (n = 360,000); P24666; inhibition, % at 20 µM; recombinant LMPTP-A, OMFP fluorogenic substrate, fluorescence intensity;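 active = compounds that cut the enzyme signal by at least half of the control window in the single-dose screen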;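 note: plate controls were DMSO wells with enzyme plus substrate for no effect and substrate without enzyme for full effect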
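Buffer or medium: Bis-Tris pH 6.0, DTT, detergent; Assay system: LMPTP-A enzyme; Quantity: 0.625 nM enzyme; Detection: endpoint fluorescence intensity; Times: 50 min dark incubation at room temperature; Controls: substrate-only low control, DMSO enzyme-plus-substrate high control; Doses: single 20 µM dose; Read-out: percent inhibition versus substrate-only and uninhibited controls; Reagent: 400 µM OMFP.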
MT1-MMP act inh – blocks activation of human MT1-MMP; actives 0.061% (n = 360,000); GFP/RFP ratio change, % at 20 µM; HT1080 RFP-PRO-GFP cells, GFP/RFP ratio fluorescence, overnight; percent of plate control window, DMSO zero; AID 651647;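 active = GFP/RFP ratio change of at least 30% with cell ATP level not reduced by more than half and red fluorescence within 50% of control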; note: strong numbers were not always called active
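Material: RFP-PRO-GFP reporter HT1080 cells. Dosing: single-point 20 µM compound, 1% DMSO. Controls: DMSO and RFP-L50D-GFP cell wells. Timing: cells overnight before dosing, compound overnight, 37 °C, 5% CO2. Measure: GFP/RFP fluorescence ratio.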
DNMT1 block – blocks human DNA methyltransferase DNMT1. P26358. DNMT1 molecular beacon, Hinp1I cleavage, fluorescence. inhibition (reported as % activation of signal), % at 10 µM. actives 0.83% (n = 360,000). AID 588458; in the data active = inhibition above about 50%
Target sequence (P26358 504-1616 limits assumed): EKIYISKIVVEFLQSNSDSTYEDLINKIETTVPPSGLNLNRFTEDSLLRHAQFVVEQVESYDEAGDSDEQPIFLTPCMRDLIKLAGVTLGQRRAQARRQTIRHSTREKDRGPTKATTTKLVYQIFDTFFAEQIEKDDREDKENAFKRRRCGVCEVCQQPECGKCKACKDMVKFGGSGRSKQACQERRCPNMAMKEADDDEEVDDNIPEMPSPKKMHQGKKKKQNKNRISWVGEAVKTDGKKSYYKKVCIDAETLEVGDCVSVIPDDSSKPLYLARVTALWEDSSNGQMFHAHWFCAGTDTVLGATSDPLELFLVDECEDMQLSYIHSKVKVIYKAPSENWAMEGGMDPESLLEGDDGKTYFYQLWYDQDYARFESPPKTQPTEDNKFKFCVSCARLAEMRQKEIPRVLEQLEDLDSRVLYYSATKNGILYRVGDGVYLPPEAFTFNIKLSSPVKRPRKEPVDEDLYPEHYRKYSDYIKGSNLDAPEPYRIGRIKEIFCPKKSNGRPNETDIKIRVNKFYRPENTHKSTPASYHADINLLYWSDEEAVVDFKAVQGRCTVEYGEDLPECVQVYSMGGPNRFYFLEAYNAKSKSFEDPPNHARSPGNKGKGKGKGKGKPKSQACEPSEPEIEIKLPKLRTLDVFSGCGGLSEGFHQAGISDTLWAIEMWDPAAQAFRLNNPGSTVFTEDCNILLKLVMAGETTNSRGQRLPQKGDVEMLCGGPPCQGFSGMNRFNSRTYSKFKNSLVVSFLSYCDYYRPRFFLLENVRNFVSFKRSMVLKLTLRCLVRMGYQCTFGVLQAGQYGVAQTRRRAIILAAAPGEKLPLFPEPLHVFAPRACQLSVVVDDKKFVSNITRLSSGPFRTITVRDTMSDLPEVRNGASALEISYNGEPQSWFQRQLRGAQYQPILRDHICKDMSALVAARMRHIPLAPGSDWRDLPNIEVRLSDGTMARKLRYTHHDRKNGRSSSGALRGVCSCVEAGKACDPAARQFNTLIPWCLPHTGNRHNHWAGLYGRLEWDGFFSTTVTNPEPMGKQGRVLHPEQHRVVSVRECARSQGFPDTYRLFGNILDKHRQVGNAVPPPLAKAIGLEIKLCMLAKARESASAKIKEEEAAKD
SKN-1 inh – inhibitors of C. elegans SKN-1. C. elegans VP596 Pgst-4::GFP/RFP ratio, acrylamide-induced, 24 h. actives 0.49% (n = 360,000). AID 624304. inhibition, % at 21.8 µM;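 active = interference check ratio from 0.5 to 1.5 plus GFP to RFP signal ratio inhibition reaching or exceeding a fixed threshold, cut at about 30% in these data, passing the limit was not always enough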; note: some compounds called inactive have numbers as strong as hits
Rpn11 inh – inhibitors of human proteasome Rpn11. human 26S proteasome, Ub4-pepOG fluorescence polarization; 20S core pre-blocked with epoxomicin. actives 0.59% (n = 360,000). calls only at 20 µM. AID 588493;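 active = inhibition at 20 µM, scaled to each plate's controls, above about 33%, limit read from the data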
SUMO1 PPI mod – modulators of human SUMO1-mediated protein-protein interactions. actives 0.33% (n = 360,000). P63165. inhibition, % at 20 µM. SUMO1 binding to a labelled peptide, TR-FRET, 1 h; in the data active = inhibition above about 37%
NadD inh – blocks S. aureus nicotinate mononucleotide adenylyltransferase; purified NadD enzyme, colorimetric absorbance read-out; actives 0.78% (n = 360,000); AID 602399; inhibition, % at 20 µM; in the data active = inhibition above about 26%; note: some compounds past the cut are filed as inactive
STEP inh – STEP (human) phosphatase inhibition. actives 0.25% (n = 360,000). recombinant STEP, OMFP fluorogenic substrate, fluorescence. P54829. AID 588621. inhibition, % at 20 µM;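 active = inhibition at 20 µM, scaled per plate between control wells, above about 37%, limit read from the data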;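 note: 0% = DMSO with enzyme and substrate and 100% = substrate only without enzyme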
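Material: STEP (striatal-enriched tyrosine phosphatase) enzyme, cell-free; Compound dosing: 20 µM single dose in 1% DMSO; Technique: fluorescence read at 480 nm ex / 540 nm em; Times: reaction 20 min, ambient temperature; Medium: 50 mM Bis-Tris pH 6.0 with 2.5 mM DTT and 0.005% Tween 20; Also added: OMFP at 25 µM.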
NRP1-CendR mod – modulators of CendR peptide binding to human neuropilin-1 | FAM-RPARPAR peptide binding to NRP-1, fluorescence polarization | O14786 | actives 0.85% (n = 360,000) | inhibition, % at 25 µM;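 active = inhibition or corrected inhibition above about 18%, plus a signal ratio from 0.5 to 1.5, limit read from the data, passing the limit was not always enough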; note: strong numbers were not always called active
Scp1 inh – blocks human Scp-1 phosphatase activity. actives 0.88% (n = 340,000). inhibition, % at 20 µM. Recombinant Scp1, phosphopeptide, malachite green phosphate absorbance;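 active = inhibition above about 50% at 20 µM, limit read from the data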;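 note: plate controls were DMSO wells with enzyme for no effect and wells lacking enzyme for full effect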
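Test system: SCP-1 phosphatase catalytic domain, residues 76-261; measured by: colorimetric phosphate reagent with accelerator and stabiliser, absorbance at 630 nm; timing: enzyme reaction 45 min at room temperature, colour 5 min, stabilisation 30 min; also added: Phosphorylated 17-residue peptide substrate; compound dosing: one concentration, 20 µM, with 1.0% DMSO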
Starred values were filed as active, the others as inactive.

COc1ccc(OC)c(N(CC(=O)N2CCCCC2)S(=O)(=O)c2ccc(OC)c(OC)c2)c1 was read as LMPTP block -0.6, MT1-MMP act inh -1.7, DNMT1 block 2.8, SKN-1 inh -5.6, Rpn11 inh inactive, SUMO1 PPI mod 7.0, NadD inh -5.5, STEP inh 2.0, NRP1-CendR mod 10.2 and Scp1 inh -7.4.
COc1ccc(-c2ccc(C(=O)Nc3cc(OC)c(OC)c(OC)c3)c3occc23)c(C)c1 was read as LMPTP block 7.2, MT1-MMP act inh -6.4, DNMT1 block -10.2, SKN-1 inh 8.4, Rpn11 inh inactive, SUMO1 PPI mod -3.2, NadD inh -4.4, STEP inh 0.5 and NRP1-CendR mod 18.9.
`Cc1ccc(NC(=S)NCCc2ccc(S(N)(=O)=O)cc2)c(C)c1` gave LMPTP block -0.1, MT1-MMP act inh 3.6, DNMT1 block 1.1, SKN-1 inh -2.3, Rpn11 inh inactive, SUMO1 PPI mod 0.4, NadD inh -0.8, STEP inh -0.7, NRP1-CendR mod -5.8 and Scp1 inh -4.8.
For O=C(COc1cccc(NC(=O)c2ccccc2)c1)c1ccc(F)cc1 the results were LMPTP block 0.5, MT1-MMP act inh 7.1, DNMT1 block -5.2, SKN-1 inh -0.5, Rpn11 inh inactive, SUMO1 PPI mod -1.2, NadD inh -6.5, STEP inh -2.0, NRP1-CendR mod 0.0 and Scp1 inh -7.6.
For CCOC(=O)N1CCN(C(=O)Cc2ccccc2[N+](=O)[O-])CC1 the results were LMPTP block -2.8, MT1-MMP act inh -1.4, DNMT1 block -2.9, SKN-1 inh 29.5, Rpn11 inh inactive, SUMO1 PPI mod -7.1, NadD inh -3.8, STEP inh -2.4, NRP1-CendR mod -3.3 and Scp1 inh -1.2.
CC(O)C(=O)N/N=C/c1cccc2ccccc12 (stereo not drawn) was read as LMPTP block -0.9, MT1-MMP act inh -3.5, DNMT1 block 0.3, SKN-1 inh 3.5, Rpn11 inh inactive, SUMO1 PPI mod -8.7, NadD inh -3.0, STEP inh -3.4, NRP1-CendR mod 10.9 and Scp1 inh -8.1.
Screening COc1ccccc1-c1nc(=S)c(C(C)=O)c(C)[nH]1 returned LMPTP block -0.4, MT1-MMP act inh -1.3, DNMT1 block 2.4, SKN-1 inh 19.6, Rpn11 inh inactive, SUMO1 PPI mod 4.8, NadD inh 3.2, STEP inh 2.0, NRP1-CendR mod 6.9 and Scp1 inh 3.1.
`OCC1(Cc2ccccc2C(F)(F)F)CCN(Cc2ccccc2)CC1` gave LMPTP block -0.5, MT1-MMP act inh -0.4, DNMT1 block 1.8, SKN-1 inh -10.5, Rpn11 inh inactive, SUMO1 PPI mod -0.6, NadD inh -9.8, STEP inh -0.8, NRP1-CendR mod -6.1 and Scp1 inh -3.5.
`COc1cccc(C2C(C(=O)c3cc4ccccc4o3)=C(O)C(=O)N2c2cc(C)on2)c1OC` (stereo not drawn) gave LMPTP block 2.1, MT1-MMP act inh 8.2, DNMT1 block 2.5, SKN-1 inh -4.1, Rpn11 inh inactive, SUMO1 PPI mod -13.1, NadD inh 10.9, STEP inh 6.7, NRP1-CendR mod 9.2 and Scp1 inh -23.7.
For Cc1cc(-c2csc(NC(=O)c3ccc(=O)[nH]c3)n2)c(C)n1Cc1ccco1 the results were LMPTP block 62.7*, MT1-MMP act inh -1.5, DNMT1 block 74.3*, SKN-1 inh -5.6, Rpn11 inh inactive, SUMO1 PPI mod 78.1*, NadD inh 67.1*, STEP inh 10.6, NRP1-CendR mod -70.7 and Scp1 inh -9.0.
Nc1nonc1-n1nnc(C(=O)N/N=C/c2ccccc2Cl)c1CN1CCOCC1 was read as LMPTP block -2.6, MT1-MMP act inh 1.6, DNMT1 block 0.1, SKN-1 inh -6.0, Rpn11 inh inactive, SUMO1 PPI mod -6.1, NadD inh 2.3, STEP inh -1.8, NRP1-CendR mod -2.4 and Scp1 inh -6.8.
COc1ccccc1C(=O)NC(CCSC)C(=O)OCC(=O)c1ccc[nH]1 (stereo not drawn) was read as LMPTP block 0.3, MT1-MMP act inh -4.8, DNMT1 block -13.0, SKN-1 inh 1.8, Rpn11 inh inactive, SUMO1 PPI mod -0.5, NadD inh 0.9, STEP inh 0.5, NRP1-CendR mod -10.7 and Scp1 inh -6.5.
Screening Cn1c(=O)n(CCOc2ccc([N+](=O)[O-])cc2)c2ccccc21 returned LMPTP block -1.2, MT1-MMP act inh 5.5, DNMT1 block -2.3, SKN-1 inh -4.4, Rpn11 inh inactive, SUMO1 PPI mod -20.2, NadD inh -7.6, STEP inh -1.9, NRP1-CendR mod 0.4 and Scp1 inh -3.6.
`Cc1ccc(Nc2nc(CSc3nnc(-c4ccccc4)n3C)cs2)cc1` gave LMPTP block 0.6, MT1-MMP act inh 4.7, DNMT1 block -11.2, SKN-1 inh 2.5, Rpn11 inh inactive, SUMO1 PPI mod 2.0, NadD inh 9.1, STEP inh 2.1, NRP1-CendR mod -13.0 and Scp1 inh 0.5.
`COC(=O)c1ccc(N=Nc2ccccc2)cc1` gave LMPTP block 0.1, MT1-MMP act inh 9.2, DNMT1 block 4.6, SKN-1 inh 9.8, Rpn11 inh inactive, SUMO1 PPI mod -15.9, NadD inh -1.5, STEP inh -2.4, NRP1-CendR mod 15.3 and Scp1 inh -4.7.
Cc1sc2ncnc(N[C@@H](Cc3c[nH]c4ccccc34)C(=O)O)c2c1C was read as LMPTP block -0.2, MT1-MMP act inh -2.7, DNMT1 block 3.1, SKN-1 inh 1.9, Rpn11 inh inactive, SUMO1 PPI mod 5.9, NadD inh -3.4, STEP inh 2.5, NRP1-CendR mod 1.7 and Scp1 inh -3.9.
`COc1ccccc1N(C(=O)c1snc(C(N)=O)c1N)C(C(=O)NC1CCCC1)c1ccc2ncccc2c1` (stereo not drawn) gave LMPTP block 0.2, MT1-MMP act inh 0.7, DNMT1 block 1.6, SKN-1 inh 12.8, Rpn11 inh inactive, SUMO1 PPI mod -11.1, NadD inh 10.0, STEP inh -1.8, NRP1-CendR mod 16.2 and Scp1 inh -5.3.
`CC(=O)N1CCN(c2nc(-c3ccco3)c3c(c2C#N)CC(C)(C)SC3)CC1` gave LMPTP block 1.0, MT1-MMP act inh -22.4, DNMT1 block -7.8, SKN-1 inh 0.6, Rpn11 inh inactive, SUMO1 PPI mod 8.1, NadD inh 18.3, STEP inh 2.9, NRP1-CendR mod -72.5 and Scp1 inh -11.9.
`Clc1cccc(OCc2nc(-c3ccncc3)n[nH]2)c1` gave LMPTP block 0.6, MT1-MMP act inh 5.6, DNMT1 block 4.4, SKN-1 inh -6.1, Rpn11 inh inactive, SUMO1 PPI mod 4.8, NadD inh 0.5, STEP inh 1.1, NRP1-CendR mod 1.1 and Scp1 inh -5.2.
`CCCOc1ccc(S(=O)(=O)N2CCOCC2)cc1[N+](=O)[O-]` gave LMPTP block -0.8, MT1-MMP act inh -1.3, DNMT1 block 1.4, SKN-1 inh -2.3, Rpn11 inh inactive, SUMO1 PPI mod -10.2, NadD inh 0.2, STEP inh 0.7, NRP1-CendR mod -8.4 and Scp1 inh 0.4.
For CSc1nnc(-c2cc3c(-c4ccccc4)nn(C)c3s2)n1C the results were LMPTP block 0.7, MT1-MMP act inh 2.5, DNMT1 block -0.1, SKN-1 inh -4.2, Rpn11 inh inactive, SUMO1 PPI mod -0.2, NadD inh 8.1, STEP inh -0.5, NRP1-CendR mod -4.6 and Scp1 inh -11.9.
For COc1ccc(-n2c(-c3ccco3)nc3c(cnn3-c3ccccc3C)c2=O)cc1 the results were LMPTP block -0.9, MT1-MMP act inh -2.1, DNMT1 block -1.5, SKN-1 inh -3.6, Rpn11 inh inactive, SUMO1 PPI mod -9.5, NadD inh -6.8, STEP inh -1.2, NRP1-CendR mod -8.0 and Scp1 inh -13.9.
Nc1ccc(C(=O)OCC(=O)c2cccc([N+](=O)[O-])c2)cc1 was read as LMPTP block 0.3, MT1-MMP act inh 2.4, DNMT1 block -3.5, SKN-1 inh -12.7, Rpn11 inh inactive, SUMO1 PPI mod -25.8, NadD inh 1.2, STEP inh 10.4, NRP1-CendR mod -3.9 and Scp1 inh -5.1.
`CCOc1cc(N2CCOCC2)c(OCC)cc1NC(=O)c1c(C)noc1C` gave LMPTP block 0.4, MT1-MMP act inh 6.3, DNMT1 block -9.8, SKN-1 inh 2.4, Rpn11 inh inactive, SUMO1 PPI mod -2.7, NadD inh -1.8, STEP inh -1.0, NRP1-CendR mod 9.0 and Scp1 inh -2.0.

Structures shown so far that contain an NH in an aromatic ring, in the order listed:
Screening COc1ccccc1-c1nc(=S)c(C(C)=O)c(C)[nH]1 returned LMPTP block -0.4, MT1-MMP act inh -1.3, DNMT1 block 2.4, SKN-1 inh 19.6, Rpn11 inh inactive, SUMO1 PPI mod 4.8, NadD inh 3.2, STEP inh 2.0, NRP1-CendR mod 6.9 and Scp1 inh 3.1.
For Cc1cc(-c2csc(NC(=O)c3ccc(=O)[nH]c3)n2)c(C)n1Cc1ccco1 the results were LMPTP block 62.7*, MT1-MMP act inh -1.5, DNMT1 block 74.3*, SKN-1 inh -5.6, Rpn11 inh inactive, SUMO1 PPI mod 78.1*, NadD inh 67.1*, STEP inh 10.6, NRP1-CendR mod -70.7 and Scp1 inh -9.0.
COc1ccccc1C(=O)NC(CCSC)C(=O)OCC(=O)c1ccc[nH]1 (stereo not drawn) was read as LMPTP block 0.3, MT1-MMP act inh -4.8, DNMT1 block -13.0, SKN-1 inh 1.8, Rpn11 inh inactive, SUMO1 PPI mod -0.5, NadD inh 0.9, STEP inh 0.5, NRP1-CendR mod -10.7 and Scp1 inh -6.5.
Cc1sc2ncnc(N[C@@H](Cc3c[nH]c4ccccc34)C(=O)O)c2c1C was read as LMPTP block -0.2, MT1-MMP act inh -2.7, DNMT1 block 3.1, SKN-1 inh 1.9, Rpn11 inh inactive, SUMO1 PPI mod 5.9, NadD inh -3.4, STEP inh 2.5, NRP1-CendR mod 1.7 and Scp1 inh -3.9.
`Clc1cccc(OCc2nc(-c3ccncc3)n[nH]2)c1` gave LMPTP block 0.6, MT1-MMP act inh 5.6, DNMT1 block 4.4, SKN-1 inh -6.1, Rpn11 inh inactive, SUMO1 PPI mod 4.8, NadD inh 0.5, STEP inh 1.1, NRP1-CendR mod 1.1 and Scp1 inh -5.2.
